UGM FP inh – Mtb UDP-galactopyranose mutase inhibition. P9WIQ1. purified UGM, fluorescence polarization probe displacement. inhibition, % at 10 µM. 320,000 tested, 0.06% active. AID 504406; in the data active = inhibition above about 10%, passing the limit was not always enough; inconclusive = no clear call, values can overlap the other calls
Rv3671c protease – Rv3671c (M. tuberculosis) protease inhibition; P9WHR9; inhibition, % at 5.96 µM; 320,000 tested, 0.048% active; in the data active = inhibition above about 38%;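 also: extracellular domain of Rv3671c used as enzyme; 0% = enzyme with DMSO and 100% = no enzyme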
Target sequence (P9WHR9 whole entry, looked up, the tested form may be a part): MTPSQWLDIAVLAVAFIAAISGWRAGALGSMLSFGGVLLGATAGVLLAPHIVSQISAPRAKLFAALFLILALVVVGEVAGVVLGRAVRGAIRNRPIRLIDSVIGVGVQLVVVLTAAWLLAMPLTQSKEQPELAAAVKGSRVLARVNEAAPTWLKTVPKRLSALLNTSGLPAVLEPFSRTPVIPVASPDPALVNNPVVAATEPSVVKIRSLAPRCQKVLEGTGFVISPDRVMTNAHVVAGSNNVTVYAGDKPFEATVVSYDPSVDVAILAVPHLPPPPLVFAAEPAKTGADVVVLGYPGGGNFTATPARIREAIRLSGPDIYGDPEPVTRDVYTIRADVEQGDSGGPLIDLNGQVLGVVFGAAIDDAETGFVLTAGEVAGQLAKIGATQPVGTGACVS
GDH-TPI counter – inhibits GDH-TPI coupling enzymes, artifact for Mtb FBA screen; AID 588335; inhibition, % at 4.8 µM; GDH-TPI coupled enzyme counterscreen, NADH absorbance; 360,000 tested, 1.2% active; in the data active = inhibition above about 30%;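 also: 0% = DMSO wells and 100% = wells lacking the enzyme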
BoNT-F LC inh – blocks Botulinum neurotoxin F light chain protease; AID 588497; Multiplex microsphere protease cleavage assay, flow cytometry; 360,000 tested, 0.22% active; inhibition, % at 10 µM; in the data active = inhibition above about 35%, passing the limit was not always enough; inconclusive = no clear call, values can overlap the other calls; also: plate controls were buffer without enzyme for full effect and enzyme alone for no effect
PrPC TRFRET – cell surface PrPC inhibition, primary TR-FRET screen. P04156. TR-FRET read-out. inhibition, % at 13.8 µM. 370,000 tested, 0.43% active; in the data active = inhibition above about 24%; also: 0% = median of the test wells and 100% = reference compound wells
FadD28 binding – M. tuberculosis FadD28 bisubstrate binding inhibition. FadD28 bisubstrate probe binding, fluorescence polarization. 360,000 tested, 0.22% active. inhibition, % at 12.5 µM; in the data active = inhibition above about 8.5%, passing the limit was not always enough; inconclusive = no clear call, values can overlap the other calls
MazF activator – activators of E. coli MazEF toxin-antitoxin RNase; FAM/BHQ RNA-DNA oligo cleavage fluorescence, 5 h; AID 504720; P0AE70; activation, % at 20 µM; 350,000 tested, 0.32% active; in the data active = activation above about 50%
Target sequence (P0AE70 whole entry, looked up): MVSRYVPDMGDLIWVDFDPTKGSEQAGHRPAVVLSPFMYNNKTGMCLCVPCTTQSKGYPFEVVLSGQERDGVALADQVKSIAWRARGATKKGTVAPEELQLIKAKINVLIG
BioA inh – inhibitors of Mycobacterium tuberculosis BioA enzyme; purified M. tuberculosis BioA enzyme, plate reader; inhibition, % at 9.99 µM; 360,000 tested, 0.096% active; in the data active = inhibition above about 40%; inconclusive = no clear call, values can overlap the other calls
Mtb FBA inh – inhibits M. tuberculosis FBA enzyme; P9WQA3; purified M. tuberculosis FBA, fluorescence read-out; inhibition, % at 1 µM; 360,000 tested, 2.3% active; in the data active = inhibition above about 27%;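 also: 0% = vehicle and 100% = reference inhibitor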
Target sequence (P9WQA3 whole entry, looked up): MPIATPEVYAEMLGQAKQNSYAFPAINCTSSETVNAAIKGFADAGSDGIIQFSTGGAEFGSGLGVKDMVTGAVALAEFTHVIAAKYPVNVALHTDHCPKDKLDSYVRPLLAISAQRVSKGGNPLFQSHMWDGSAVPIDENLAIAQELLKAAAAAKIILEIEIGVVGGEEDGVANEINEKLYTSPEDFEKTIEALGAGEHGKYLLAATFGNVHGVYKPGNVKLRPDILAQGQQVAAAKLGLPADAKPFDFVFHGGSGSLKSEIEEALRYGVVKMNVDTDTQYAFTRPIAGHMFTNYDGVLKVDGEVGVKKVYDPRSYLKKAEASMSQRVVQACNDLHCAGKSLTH
An asterisk follows results filed as active; ? = inconclusive; . = not tested or not shown; & = joins results of further samples. Outcome played no part in choosing rows. Share with any hit: about 4.8%.

Results follow in this order: UGM FP inh, Rv3671c protease, GDH-TPI counter, BoNT-F LC inh, PrPC TRFRET, FadD28 binding, MazF activator, BioA inh, Mtb FBA inh
(1) O=C(CCNC(=O)c1ccc([N+](=O)[O-])cc1)Nc1nccs1
 : 0.3, -9, 14, 4, -24, -1.9, 0, ., -2
(2) COc1ccc(CNC(=O)c2cccc3c(-c4cccnc4)coc23)cc1OC
 : ., ., 2, -5, 19, -2.4, ., 5.4, -1
(3) C/C(=N\N=C1\NC(=O)C(CC(=O)Nc2ccccc2F)S1)C1CCCCC1 (stereo not given)
 : 0.8, -8, -6, -4, 0, -2.6, -2, 1.3, 2
(4) COCCn1c(N)c(N(Cc2ccccc2)C(=O)Cc2c(Cl)cccc2Cl)c(=O)[nH]c1=O
 : 0.4, 9, -2, -5, 3, -4.1, 2, ., 1
(5) COC(=O)c1[nH]c2cc(OC)ccc2c1NC(=O)CN1CCC(C(N)=O)CC1
 : 4.1, -7, 8, -5, -10, -3.2, 4, 3.2, 6
(6) COc1ccc(C(=O)NCCNc2ccc([N+](=O)[O-])cn2)cc1
 : 0.6, 7, 10, 0, 14, -1.1, -2, -1.9, -2
(7) CCc1nn(C)c2c(=O)c(=O)c2n(C)[nH]1
 : 6.2, 3, 1, -11, 4, -1.1, -22, 0.6, 1
(8) Cc1cc(C(=O)O)ccc1-c1ccc(/C=C2\NC(=O)N(Cc3ccccc3Cl)C2=O)o1
 : 4.9, -2, 2, -3, ., 2.3, -13, ., 9
(9) O=C(Nc1nncs1)c1cccc(S(=O)(=O)N2CCc3ccccc32)c1
 : -1.1, -6, 6, -3, 6, -2.4, 16, 1.3, -3
(10) O=C1CCCc2nc(N3CCN(C(c4ccccc4)c4ccccc4)CC3)ncc21
 : 2.5, -7, 3, -6, -10, -2.9, 2, ., -1
(11) c1ccc(COc2ccccc2CNC2CCCC2)cc1
 : -1.1, -1, -4, 0, -1, 0.9, 10, ., 0
(12) Cc1n[nH]c(C)c1S(=O)(=O)N1CCCC(C(=O)N2CCN(c3ccc(Cl)cc3)CC2)C1 (stereo not given)
 : 0.1, 0, -3, ?, 4, -4.5, 5, 6.8, 3
(13) CCC(Sc1ncnc2c1nnn2-c1ccc(F)cc1)C(=O)OC (stereo not given)
 : -0.1, 1, -1, -1, -4, -0.2, 2, -0.1, 0
(14) CCOc1ccccc1OCCCC(=O)Nc1cccc(-n2cnnn2)c1C
 : 0.8, -3, -2, 0, 0, -0.3, -3, -0.2, -1
(15) CN(C)P(=NC(=S)c1cccn1C)(N(C)C)N(C)C
 : 1.3, -2, 17, -4, -4, -2.2, 5, 2.2, 2
(16) CC(=O)CSc1ncnc2sc3c(c12)CCCC3
 : -1.2, 7, -3, -8, 30*, -2.4, -14, ., 6
(17) Cc1ccc(-c2cc(C(=O)Nc3ccc(S(=O)(=O)Nc4nc(C)cc(C)n4)cc3)c3ccccc3n2)cc1
 : 3.9, -54, -1, -10, -3, -0.3, 0, ., -4
(18) CCc1ccc(OCCCC(=O)Nc2ccc(N3CCCCC3)cc2)cc1
 : 4.4, -8, 12, 40*, -1, -0.1, 9, 1.8, 0
(19) CCCCCCSc1ccc(-c2nc3cc(C)ccn3c2NC2CCCCC2)cc1
 : 4.3, -1, 6, -15&-15, 3&-3, -2.1, -30, -5.1, 7
(20) COc1cc(C(=O)NCCCCc2ccccc2)cc(OC)c1OC
 : 0.2, 3, 3, ., 10, -2.1, -11, 3.4, 1
(21) Cc1ccc(S(=O)(=O)N2CCC(C(=O)N[C@H](C(=O)NC3CCS(=O)(=O)C3)C(C)C)CC2)cc1 (stereo not given in full)
 : 0.2, -2, 8, -5, 0, -1.8, -3, -1.7, -1
(22) Cc1ccc(S(=O)(=O)N2CCOCC2)cc1C(=O)OCC(=O)N(Cc1ccccc1)C(C)C
 : 0.7, -13, -2, -2, 4, -9.3, 2, ., -2
(23) C=CCNC(=O)CN(c1ccc(OC)cc1OC)S(C)(=O)=O
 : 1.0, -3, 1, 16, 0, -0.9, -1, 0.3, 4
(24) COc1ccc(CNCCNC(=O)c2ccco2)c(OC)c1OC
 : 0.0, -1, 2, 6, -3, -1.2, -1, 0.7, 1
(25) CCN1C(=O)[C@H]2[C@@H](c3ccc(C)cc3)N3C(=O)N(c4ccc(OC)cc4)C(=O)[C@@]3(C)[C@H]2C1=O
 : -2.9, 5, -4, 1, -4, -2.3, 5, 0.6, -1
(26) Cc1ccsc1/C=C(\C#N)C(=O)NCc1ccco1
 : -3.9, -5, 32*, -6, 5, -2.6, 2, -5.0, -4
(27) O=C(c1ccc(Cl)c(S(=O)(=O)N2CCCCC2)c1)N1CCN(Cc2ccccc2)CC1
 : -2.0, -3, 0, 2, -4, 0.4, -1, 1.5, 0
(28) CCc1cccc(C)c1NC(=O)Cc1ccsc1
 : -0.7, 8, -1, 11, 1, 0.5, 7, -1.2, 1
(29) CCN(CC)S(=O)(=O)c1ccc(Cl)c(C(=O)OCC(=O)c2c(N)n(C)c(=O)n(C)c2=O)c1
 : 2.1, -14, -12, -6, 14, -2.8, 4, 0.3, 10
(30) C=CCOC(=O)C1=C(C)Nc2nnnn2C1c1ccc(OC)cc1OC (stereo not given)
 : 1.1, 1, 8, -4, -1, -1.7, -6, 2.6, 2

The final four entries of the part above lead into the next:
Results follow in this order: UGM FP inh, Rv3671c protease, GDH-TPI counter, BoNT-F LC inh, PrPC TRFRET, FadD28 binding, MazF activator, BioA inh, Mtb FBA inh
(27) O=C(c1ccc(Cl)c(S(=O)(=O)N2CCCCC2)c1)N1CCN(Cc2ccccc2)CC1
 : -2.0, -3, 0, 2, -4, 0.4, -1, 1.5, 0
(28) CCc1cccc(C)c1NC(=O)Cc1ccsc1
 : -0.7, 8, -1, 11, 1, 0.5, 7, -1.2, 1
(29) CCN(CC)S(=O)(=O)c1ccc(Cl)c(C(=O)OCC(=O)c2c(N)n(C)c(=O)n(C)c2=O)c1
 : 2.1, -14, -12, -6, 14, -2.8, 4, 0.3, 10
(30) C=CCOC(=O)C1=C(C)Nc2nnnn2C1c1ccc(OC)cc1OC (stereo not given)
 : 1.1, 1, 8, -4, -1, -1.7, -6, 2.6, 2
(31) COc1ccc(OC)c(S(=O)(=O)N2CCc3ccccc32)c1
 : 0.5, 6, -3, ?, -1, -3.1, -1, -2.5, 4
(32) Cc1nc2cc(-c3ccccc3)nn2c(N)c1-c1ccccc1
 : 0.1, -4, 5, -7, 0, -1.9, 5, -0.9, 5
(33) COCc1cc(CN2CCCC(C(=O)c3cccc(C(F)(F)F)c3)C2)ccc1OC (stereo not given)
 : 2.0, -6, 12, 43*, -9, -1.4, -3, -1.5, -2
(34) Cc1ccc(-c2cc(N)n(Cc3ccc(Cl)cc3)n2)cc1
 : 0.2, -2, -6, 2, 5, -2.9, -5, -2.8, 2
(35) Cc1[nH]c(C)c(S(=O)(=O)N2CCN(c3cccc(Cl)c3)CC2)c1C(=O)N1CCCC1
 : -1.2, 7, 6, -4, -6, 1.0, 4, 0.9, 2
(36) Nc1ccc2nc(C3CCCCC3)[nH]c2c1
 : -3.2, -3, -2, -6, -4, -5.1, -4, -0.2, 1
(37) CCC(=O)c1ccc(/C=C/c2nc3ccccc3n2C)o1
 : 0.6, 1, 11, -6, -12, -1.2, 4, ., 83*
(38) O=C(NCCCc1ccccc1)[C@@H]1Cc2ccccc2CN1
 : 1.8, 4, 8, -14, -1, -0.5, -3, -0.3, 6
(39) C/C(CC(=O)Nc1cccc(Br)c1)=N\NC(=O)c1ccc(O)cc1O
 : 1.1, -42, 14, 12, 9, -2.4, 1, 1.9, 2
(40) CN1C2CCC1/C(=C\c1ccc(F)cc1)C(=O)/C2=C/c1ccc(F)cc1
 : -1.7, -8, 23, -5, 7, -0.2, 12, ., -2
(41) Cc1ccc(Sc2ccc(NC(=O)c3ccc(S(C)(=O)=O)cc3Cl)cc2)cc1
 : 1.4, -1, 13, -1, -7, -1.4, -3, -1.1, -2
(42) NS(=O)(=O)c1cccc(NC(=O)COc2ccc([N+](=O)[O-])cc2)c1
 : 1.3, -7, 7, -9, -11, -1.3, 1, ., 7
(43) c1ccc(CSc2ncn(-c3ccccc3)n2)cc1
 : 2.1, -7, 4, -8, 5, -2.8, 0, 0.2, 0
(44) Cc1sc2ncn(CC(=O)Nc3ccccc3F)c(=O)c2c1-c1ccccc1
 : 0.2, -3, -9, -2, 2, -1.3, 1, -2.4, 1
(45) C/C(=N\Nc1ccc(S(N)(=O)=O)cc1[N+](=O)[O-])c1cccs1
 : 1.6, -1, 16, -9, 0, 1.0, -15, -1.3, -1
(46) COc1cc(C)c(C(=O)Oc2cc(C)c(C(=O)O)c(O)c2C)c(O)c1C
 : 0.8, -6, -10, -10, 0, 0.3, -4, 5.7, 0
(47) O=C1CC(c2ccsc2)c2cc3c(cc2N1)OCCO3 (stereo not given)
 : -1.1, -2, 1, -6, -2, -1.8, 2, -0.7, -1
(48) CCN(CC(=O)Nc1ccc(NC(C)=O)cc1)C(=O)Cc1cccc2ccccc12
 : -3.0, -7, 10, 2, -4, -2.1, 3, -0.1, 6
(49) CC(OC(=O)c1cccn1C)C(=O)Nc1ccc2c(c1)OCO2 (stereo not given)
 : -0.7, -5, 4, -7, 6, -1.1, -1, -1.3, 1
(50) Cc1ccc(N2CCN(S(=O)(=O)N3CCOCC3)CC2)cc1C
 : 2.6, 9, 1, -4, -1, -1.6, 6, ., 0
(51) CC1CCCCN1c1ccc(N)cc1C(N)=O (stereo not given)
 : -2.0, 3, -4, -3, -1, -4.4, 6, ., -2
(52) CCOC(=O)c1sc(N(Cc2ccccc2)C(=O)CCl)nc1C
 : 1.8, 3, -1, 5, 2, 0.7, 4, 4.2, 3
(53) CCOc1ccc(NC(=O)Nc2nc3ccc(S(C)(=O)=O)cc3s2)cc1
 : -1.8, ., 15, -2, -1, -1.1, -8, -5.5, 4
(54) COc1cc(C(=O)NCCOc2ccc(Cl)cc2)ccc1OCc1c(C)noc1C
 : ., -2, 17, 13, 3, -1.4, 1, -5.1, 3
(55) COC(=O)CSc1nnc(CNc2ccc(F)cc2)o1
 : 0.5, -5, 14, -3, 0, -0.3, 4, -1.7, 2
(56) c1cc(-c2nnc(-c3ccncc3)o2)ccn1
 : 1.7, 1, -1, 4, 3, -2.5, -6, ., -1
(57) Cc1ccc(C)c(NC(=S)NNC(=O)c2cc3c(s2)CCC(C)C3)c1 (stereo not given)
 : 0.4, -6, 8, -8, 0, 2.2, 2, ., 1
(58) CCOC(=O)NC(NCC(O)c1ccccc1)(C(F)(F)F)C(F)(F)F (stereo not given)
 : 1.3, -1, 1, -6, 1, 0.2, 3, -0.6, 1
(59) Cc1ccc(NC(=O)NC(=S)NC(=O)c2ccccc2)cc1
 : -1.0, -9, -1, 7, 8, -0.6, -6, 1.0, 4
(60) CCOc1ccc(S(=O)(=O)NCCC(=O)NCC(C)(C)N2CCOCC2)cc1
 : -0.6, 9, 1, 5, -3, 0.2, 5, -0.3, 1
(61) O=C(O)CNC(=S)N(Cc1ccccc1)Cc1cccnc1
 : 0.8, -1, -5, -3, -1, -1.7, 2, ., 0
(62) CCOc1ccc(C(=O)Nc2ccc3c(c2)OCO3)cc1OCC
 : -2.6, 9, 3, -4, 8, -0.7, 1, 8.5, 2
(63) Cc1cc(NC(=S)NC(=O)c2ccccc2)ccc1-c1cc2ccccc2oc1=O
 : -0.6, -3, 5, 2, 6, -4.7, -9, -1.0, -3

Compound activity deposited in PubChem by several laboratories.
